CDK5 p35 inh = blocks human CDK5/p35 kinase activity. Recombinant CDK5/p35, ADP-Glo luminescence, 60 min. inhibition, % at 10 µM. actives 0.01% (n = 330,000). AID 488839;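 active = highest replicate inhibition of at least 50% and at least 75% of replicates reaching 50%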;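 also: plate controls were DMSO neutral control for no effect and GW8510 at 10 µM for full effect; many of its hits are not listed in these tables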
NSD2 inh = blocks human histone methyltransferase NSD2 | O96028 | NSD2 peptide methylation, AlphaScreen, 120 min | inhibition, % at 12.5 µM | actives 0.54% (n = 310,000); in the data active = inhibition above about 50%
Target sequence (O96028 whole entry, looked up): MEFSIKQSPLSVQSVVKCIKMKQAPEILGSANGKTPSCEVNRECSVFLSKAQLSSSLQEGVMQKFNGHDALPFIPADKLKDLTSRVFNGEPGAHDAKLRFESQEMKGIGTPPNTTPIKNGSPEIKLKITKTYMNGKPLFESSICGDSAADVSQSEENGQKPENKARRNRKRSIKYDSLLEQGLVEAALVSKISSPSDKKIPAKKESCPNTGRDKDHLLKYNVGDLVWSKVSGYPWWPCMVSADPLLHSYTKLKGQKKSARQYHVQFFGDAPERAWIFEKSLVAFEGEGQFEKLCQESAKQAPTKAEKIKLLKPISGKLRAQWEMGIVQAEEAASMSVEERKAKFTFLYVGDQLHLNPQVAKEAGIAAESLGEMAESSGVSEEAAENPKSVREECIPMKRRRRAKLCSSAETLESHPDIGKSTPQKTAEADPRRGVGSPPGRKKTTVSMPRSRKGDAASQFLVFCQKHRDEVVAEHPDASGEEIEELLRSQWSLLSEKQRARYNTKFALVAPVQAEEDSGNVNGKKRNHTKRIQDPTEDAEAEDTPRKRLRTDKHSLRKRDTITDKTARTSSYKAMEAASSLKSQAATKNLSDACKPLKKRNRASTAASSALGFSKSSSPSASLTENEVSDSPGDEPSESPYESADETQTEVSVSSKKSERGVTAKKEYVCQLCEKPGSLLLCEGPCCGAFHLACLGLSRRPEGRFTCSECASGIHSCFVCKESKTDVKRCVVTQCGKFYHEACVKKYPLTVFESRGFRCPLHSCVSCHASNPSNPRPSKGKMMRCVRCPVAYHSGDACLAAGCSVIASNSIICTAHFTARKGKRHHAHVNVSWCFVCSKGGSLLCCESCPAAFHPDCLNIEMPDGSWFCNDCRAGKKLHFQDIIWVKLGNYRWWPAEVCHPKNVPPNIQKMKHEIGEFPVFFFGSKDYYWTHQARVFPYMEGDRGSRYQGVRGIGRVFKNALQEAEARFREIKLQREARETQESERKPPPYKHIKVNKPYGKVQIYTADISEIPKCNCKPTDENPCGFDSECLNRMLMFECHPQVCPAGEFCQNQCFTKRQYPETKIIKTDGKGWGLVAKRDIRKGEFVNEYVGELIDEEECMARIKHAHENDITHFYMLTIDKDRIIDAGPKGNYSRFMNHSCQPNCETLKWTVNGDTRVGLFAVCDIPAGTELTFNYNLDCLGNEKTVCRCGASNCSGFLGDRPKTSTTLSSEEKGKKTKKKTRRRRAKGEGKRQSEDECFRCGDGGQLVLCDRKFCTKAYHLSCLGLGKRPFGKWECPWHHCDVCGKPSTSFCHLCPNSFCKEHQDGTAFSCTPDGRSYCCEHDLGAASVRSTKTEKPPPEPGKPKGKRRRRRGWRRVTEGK
MITF act = MITF TRPM1 promoter activation in melanoma cells | AID 588334 | actives 0.75% (n = 300,000) | activation, % at 12.5 µM | SK-MEL-5 TRPM1-promoter luciferase, 24 h; % of positive control, neutral wells = 0;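 active = mean activation of at least 80% with every replicate also reaching 80%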;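 also: 0% = neutral control wells and 100% = parthenolide positive control wells; values of inactives mirror those of a sister screen read the other way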
HTR5A inv ctr = counter-screen for OPRM1-OPRD1 inverse agonists: human HTR5A inverse agonism; P47898; HTR5A cell line, luminescence; inhibition, % at 9.3 µM; actives 0.083% (n = 340,000); AID 504634; in the data active = inhibition mostly above about 23%, no sharp cut-off; inactive = mostly below about 18%;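 also: 0% = cells with DMSO and 100% = no-cell wells with DMSO; some compounds called inactive have numbers as strong as hits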
dFosB activator = enhances mouse delta FosB homodimer DNA binding. purified delta FosB, TAMRA-CDK5 oligo fluorescence polarization; percent of positive-control signal above neutral wells. P13346. actives 0.99% (n = 340,000). AID 493131. activation, % at 25 µM;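 active = mean activation above about 17%, with every replicate also reaching it, limit read from the data, passing the limit was not always enough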;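 also: fluorescence polarization rise as delta FosB binds a TAMRA Cdk5 AP-1 oligo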
V-ATPase pHluor = alters yeast V-ATPase proton transport; actives 0.37% (n = 350,000); S. cerevisiae, pHLuorin cytosolic pH fluorescence; response, % at 10 µM; in the data active = response mostly above about 7.3%, no sharp cut-off; inactive = mostly below about 5.4%; also: actives read high; inactives centre near 0; some compounds called inactive have numbers as strong as hits; reference of the scale not given here
SR-BI DiI inh = blocks mouse SR-BI lipid uptake from DiI-HDL; actives 0.96% (n = 320,000); ldlA[mSR-BI] CHO cells, DiI-HDL uptake fluorescence, 3 h; inhibition, % at 12.5 µM; Q61009;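 active = mean replicate inhibition of at least 70% and a set share of replicates each scoring 70 or more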;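 also: 0% = median of neutral control wells and 100% = median of positive control wells; values of inactives mirror those of a sister screen read the other way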
HTR5A ag ctr = activates human HTR5A in OPRM1-OPRD1 agonist counter-screen; actives 0.61% (n = 340,000); P47898; AID 504692; activation, % at 9.3 µM; HTR5A agonist assay, luminescence, cell-based; in the data active = activation mostly above about 9.5%, no sharp cut-off; inactive = mostly below about 7.6%;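 also: 0% = cells with vehicle only and 100% = reference agonist; strong numbers were not always called active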
Wnt bcat act = activators of Wnt/beta-catenin signaling. AID 743398. Wnt/beta-catenin reporter cell assay, activator, plate reader. actives 1.2% (n = 300,000). activation, % at 9.35 µM; in the data active = activation above about 30%, passing the limit was not always enough;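 also: 0% = neutral control wells and 100% = positive control wells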
PvdQ inh = P. aeruginosa PvdQ acylase inhibition | purified PvdQ acylase, fluorescence plate reader | inhibition, % at 10 µM | actives 0.063% (n = 340,000); in the data active = inhibition above about 30%, passing the limit was not always enough;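 also: 0% = vehicle neutral wells and 100% = reference inhibitor wells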
An asterisk follows results filed as active; x = not tested or not shown; & = joins results of further samples. No enrichment for hits; about 5% have a hit in one of these screens.

Structure	NSD2 inh	SR-BI DiI inh	MITF act	HTR5A inv ctr	PvdQ inh	dFosB activator	CDK5 p35 inh	HTR5A ag ctr	Wnt bcat act	V-ATPase pHluor
O=C(Cn1cnc2cc([N+](=O)[O-])ccc2c1=O)NCc1ccc(Cl)cc1	7	-2	-18	12	0	2	0.0	-5	-2	6
CN(C)c1ccc(/C=C2\C(=N)N3N=C(CC(=O)N4CCCCC4)SC3=NC2=O)cc1	5	-1	-2	-1	-10	-5	-2.0	0	3	3
COc1ccccc1Nc1nc2nonc2[nH]c1=O	6	-15	-14	5	-4	3	-0.9	-2	-5	-6
O=C(COC(=O)COc1ccc(Cl)cc1Cl)Nc1cccnc1Cl	0	-20	6	-14	-2	2	-1.0	4	-2	-6
CC(C)c1onc(C(=O)N2CCN(c3ccccc3)CC2)c1[N+](=O)[O-]	-1	-21	-2	1	0	1	0.8	0	-1	-1
COc1ccc(NC(=O)CSc2nnc(-c3ccncc3)n2CC2CCCO2)c(OC)c1 (stereo not drawn)	-1	6	-3	6	3	2	x	3	-4	-2
O=C(Cc1cccc(NC(=O)C2CCCN(C(=O)CCc3ccccc3)C2)c1)Nc1ccc(C(=O)N2CCOCC2)cc1 (stereo not drawn)	x	48	5	-2	-6	-5	1.0	0	0	-4
CSc1ccc(C(=O)C2CCCN(C(=O)c3csc(C(C)=O)c3)C2)cc1 (stereo not drawn)	0	-5	8	10	-2	-7	-4.1	-4	-2	0
CCN(CC(=O)NCc1ccc(Cl)cc1)C(=O)CCc1ccccc1O	-2	8	5	-8	4	-1	1.0	-4	-2	-7
COc1ccc(CNC(=O)COC(=O)Cc2ccsc2)cc1	-2	-23	14	5	-10	-15	-3.3	0	-2	0

Next section
Structure	NSD2 inh	SR-BI DiI inh	MITF act	HTR5A inv ctr	PvdQ inh	dFosB activator	CDK5 p35 inh	HTR5A ag ctr	Wnt bcat act	V-ATPase pHluor
CC(=O)NCc1nc2ccccc2n1C(C)C	x	-5	x	3	-13	0	-2.4	-2	-4	-2
CC(C)(C)c1ccc(C(=O)C=[N+]=[N-])cc1	1	-22	3	-14	-15	-13	-0.2	1	14	4
CC(C)CN1CCN(Cc2cc3ccccc3[nH]2)CC1CCO (stereo not drawn)	0	24	-22	5	-10	-7	1.0	-7	-8	3
N#Cc1c2ccc(O)cc2n2ccccc12	-4	20	3	-6	-1	-7	7.4	2	4	0
N/C(=N/O)c1ccccc1N1CCC(Cc2ccccc2)CC1	3	-10	-8	6	-3	-4	1.3	-3	-9	0
COc1cc(C(=O)OCCCN2CCOCC2)ccc1O	1	-18	14	2	6	3	1.0	-1	-3	3
C=CCOC(=O)C1=C(C)NC(SCC(=O)Nc2ccc(C)c(Cl)c2)=C(C#N)C1c1ccco1 (stereo not drawn)	-2	63	3	-20	-14	2	2.1	2	-11&0	0
O=C(CN1CCN(Cc2ccc(Cl)cc2)C1=O)NCCCN1CCOCC1	x	-7	-4	26	-13	6	0.6	-10	0	-3
Cc1ccc(OCCCC(=O)Nc2ccc(S(=O)(=O)Nc3ccccn3)cc2)cc1	-1	-10	25	-5	-11	-4	-1.7	2	-2	-1
Cc1cc(C)n2nc(S(=O)(=O)Nc3c(Cl)cccc3Cl)nc2n1	-3	-21	6	-7	-11	-7	-0.1	4	-1	-1

(cont.)
Structure	NSD2 inh	SR-BI DiI inh	MITF act	HTR5A inv ctr	PvdQ inh	dFosB activator	CDK5 p35 inh	HTR5A ag ctr	Wnt bcat act	V-ATPase pHluor
COc1ccccc1CN(Cc1cc2cc(C)ccc2[nH]c1=O)Cc1nnnn1Cc1ccco1	-1	-21	x	-22	-5	0	-0.3	9	-2	-1
COc1cc(-c2[nH]nc3c2C(c2ccoc2)C(C#N)=C(N)O3)cc(OC)c1OC (stereo not drawn)	2	-14	-5	7	-5	9	-1.7	-2	x	3
O=C(CN(C(=O)CCC(=O)Nc1nccs1)c1ccc(F)c(Cl)c1)NCC1CCCO1 (stereo not drawn)	1	6	2	14	-13	-5	1.6	-3	-2	2
O=C(NCCN1CCOCC1)c1cccnc1SCc1ccccc1Cl	-1	-5	-11	-3	-2	0	1.3	1	-3	3
Cc1ccc2nc(Cl)c(/C=N/NC(=O)[C@H]3C[C@@H]3c3ccccc3)cc2c1	0	14	-9	-19	-14	-11	-0.5	-3	x	x
CCOC(=O)N1CCN(C(=O)CS(=O)(=O)c2cn(Cc3ccccc3Cl)c3ccccc23)CC1	x	5	0	-21	-1	-6	-0.4	2	4	-2
O=C(CNS(=O)(=O)c1ccc2ccccc2c1)NCCc1ccccn1	1	-49	-1	1	-5	-11	0.0	-1	0	1
COc1ccc(N2C(=O)CC(N(CCc3ccc(OC)c(OC)c3)C(=S)Nc3ccccc3)C2=O)cc1 (stereo not drawn)	-3	21	-1	-8	-4	-4	-0.7	3	-2	1
CCOC(=O)C1=C(C)N(C[C@@H]2CC[C@@H](Cc3ccc(-c4ccccc4)cc3)O2)C(=O)NC1c1ccc(C(F)(F)F)cc1 (stereo partly drawn)	x	-5	0	0	2	-2	0.9	0	-3	-3
CCOc1ccccc1Oc1nc(-c2ccccc2O)nc2ccccc12	-2	16	-16	3	-11	4	1.2	-1	-2	-4

Entries of single compounds from above. Screens in order: NSD2 inh, SR-BI DiI inh, MITF act, HTR5A inv ctr, PvdQ inh, dFosB activator, CDK5 p35 inh, HTR5A ag ctr, Wnt bcat act, V-ATPase pHluor
COc1ccccc1CN(Cc1cc2cc(C)ccc2[nH]c1=O)Cc1nnnn1Cc1ccco1 across the screens: -1, -21, x, -22, -5, 0, -0.3, 9, -2, -1
COc1ccc(N2C(=O)CC(N(CCc3ccc(OC)c(OC)c3)C(=S)Nc3ccccc3)C2=O)cc1 (stereo not drawn) across the screens: -3, 21, -1, -8, -4, -4, -0.7, 3, -2, 1

More entries:
Structure	NSD2 inh	SR-BI DiI inh	MITF act	HTR5A inv ctr	PvdQ inh	dFosB activator	CDK5 p35 inh	HTR5A ag ctr	Wnt bcat act	V-ATPase pHluor
Cc1ccc(C2Nc3ccccc3-c3nc4ccccc4n32)o1 (stereo not drawn)	-3	51	43	-11	-7	-29	3.9	4	x	2
Cc1ccc(CNC(=O)CN2C(=O)CSc3ccc(S(=O)(=O)N4CCCCC4)cc32)cc1	-7	1	-6	12	-2	-6	x	-2	-1	0
CCOC(=O)Cc1csc(NC(=O)COc2cc(C)cc(C)c2)n1	12	14	x	13	-1	-11	-3.8	-1	-1	3
C[C@@H](C(=O)OCC(=O)Nc1cc(S(=O)(=O)N2CCOCC2)ccc1Cl)N1C(=O)C2CCCCC2C1=O (stereo partly drawn)	-1	12	4	-4	7	-7	-0.3	1	0	-6
CCCCCCCCC(=O)N1CCN(c2cc3c(cc2F)c(=O)c(C(=O)O)cn3CC)CC1	9	8	-3	2	-7	-9	1.4	0	1	-4
c1ccc(C[C@H]2CN=C(Nc3ccccc3)N2CCCC2CCCC2)cc1	x	9	22	13	-9	2	0.3	-3	x	-1
CCOC(=O)c1c(-c2ccccc2)nnn1-c1nc(OCC)nc(N2CCCCC2)n1	-4	20	-13	-7	0	-22	0.3	1	-2	8
O=C1CC(N2CCN(c3ccc(Cl)cc3)CC2)C(=O)N1c1ccccc1 (stereo not drawn)	6	-1	4	-3	-12	3	-0.2	1	0	0
COc1ccc(S(=O)(=O)N2CC3CCCN3c3ccc(C(F)(F)F)cc32)cc1 (stereo not drawn)	2	40	9	3	3	-3	0.5	3	-4	-2
CC(C)(C)CC(C)(C)c1ccc(OCC(=O)N/N=C/c2ccc(S(=O)(=O)O)o2)cc1	-1	-21	x	-13	-10	-2	-4.2	-3	1	0

New compounds follow
Structure	NSD2 inh	SR-BI DiI inh	MITF act	HTR5A inv ctr	PvdQ inh	dFosB activator	CDK5 p35 inh	HTR5A ag ctr	Wnt bcat act	V-ATPase pHluor
CSc1nc2c(c(=O)[nH]c(=O)n2C)n1CCCc1ccccc1	0	0	8	-9	1	-6	0.2	2	0	-3
N#C/C(=C\c1ccc[nH]1)Sc1nc2ccccc2s1	3	-21	-10	-5	-15	-5	-0.8	2	x	-1
Cc1cnc(NC(=O)CSc2nnc(CNc3ccc(F)cc3)n2CC2CCCO2)s1 (stereo not drawn)	x	0	x	-18	-7	-7	2.4	7	-5	0
NC(=O)c1nsc(C(=O)N(c2cccc(F)c2)C(C(=O)NCC2CCCO2)c2cccs2)c1N (stereo not drawn)	x	-23	5	-8	-7	-6	-1.0	3	0	-2
O=C(Nc1cccc(S(=O)(=O)NC2=NCCCCC2)c1)c1cc(-c2ccncc2)nc2ccccc12	1	59	1	0	-8	-18	-2.1	0	-2	-1
Cc1ccc(S(=O)(=O)N2CCOCC2)cc1NC(=O)COc1ccc(C(=O)c2ccccc2)cc1	-1	2	-6	-7	-1	-3	1.7	3	-1	-3
CN1CCN(C(=S)c2ccc(OCC(=O)Nc3cccc(C(F)(F)F)c3)cc2)CC1	3	56	-1	-19	-4	-2	0.9	-5	x	-2
O=C(N/N=C/c1cccc(Br)c1)c1ccc(Br)cc1	0	39	20	-10	5	3	-0.9	6	0	1
Cc1ccc(Cn2c(-c3nonc3N)nc3ccccc32)cc1	3	-17	x	7	6	-6	2.2	-3	-1	-1
CCOc1cc(C2NN=C(c3ccccc3)S2)ccc1OCc1ccccc1Cl (stereo not drawn)	0	57	50	-12	-15	2	1.0	12	x	1

More entries follow.
Structure	NSD2 inh	SR-BI DiI inh	MITF act	HTR5A inv ctr	PvdQ inh	dFosB activator	CDK5 p35 inh	HTR5A ag ctr	Wnt bcat act	V-ATPase pHluor
O=C(O)c1cc([N+](=O)[O-])ccc1C(=O)Nc1ccccc1	x	-9	2	3	5	5	3.7	-1	3	0
CC(C)OCCCN1C(=O)c2ccccc2C1C(=O)NC1CCCCC1 (stereo not drawn)	-3	-11	3	11	-12	-2	1.9	5	4	-1
Cc1ccc(NC(=O)C2CC(O)CN2C(=O)OCc2ccccc2)cc1C (stereo not drawn)	-4	-1	-16	-15	-10	0	-0.1	6	0	-3
CCN(CC)C(=O)c1[nH]cnc1C(=O)NCCCCCNC(=O)OC(C)(C)C	x	8	-3	-9	-1	-2	0.9	-1	-3	2
CC(C)c1ccc(NC(=O)Cn2c(=O)oc3cccnc32)cc1	0	-2	10	1	-18	0	0.2	2	-1	7
COc1ccc(OC)c(NC(=O)CC(NC(C)=O)c2ccccc2)c1 (stereo not drawn)	-4	-17	5	-12	-13	-3	-0.8	-5	1	5
COc1cc([N+](=O)[O-])ccc1NC(=O)CN1CCOCC1	-2	x	-1	-8	4	7	1.1	2	0	-2

Screening data (PubChem)
